OX1R antag – antagonists of human orexin 1 receptor (OX1R). OX1R-expressing cells, FRET antagonist read-out. inhibition, % at 6.6 µM. 1.8% of 330,000 active. AID 485270, 2010; in the data active means inhibition mostly above about 38%, no sharp cut-off; inactive means mostly below about 40%;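 further: 0% = agonist challenge alone and 100% = reference antagonist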
Target sequence (O43613 whole entry, looked up): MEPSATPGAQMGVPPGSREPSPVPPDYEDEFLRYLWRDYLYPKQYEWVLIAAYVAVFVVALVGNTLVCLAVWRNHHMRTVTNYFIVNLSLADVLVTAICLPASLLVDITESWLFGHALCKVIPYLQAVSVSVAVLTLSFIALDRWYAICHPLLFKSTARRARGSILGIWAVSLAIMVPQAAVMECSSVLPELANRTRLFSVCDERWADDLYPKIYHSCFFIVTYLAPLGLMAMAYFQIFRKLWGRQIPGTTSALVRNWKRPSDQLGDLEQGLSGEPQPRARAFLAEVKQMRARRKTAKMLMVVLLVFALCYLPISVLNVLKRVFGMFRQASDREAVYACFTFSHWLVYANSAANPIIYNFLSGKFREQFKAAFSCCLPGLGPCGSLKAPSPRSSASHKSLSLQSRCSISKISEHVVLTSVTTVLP
KCNQ2 block – KCNQ2 potassium channel inhibitors, primary screen, cell-based, CHO-K1, FluxOR thallium flux, B-score (AID 2156) | Potassium voltage-gated channel subfamily KQT member 2 (Rattus norvegicus), O88943 | 20 min; stronger effect = lower value | B-score at 10 µM | 1.1% of 310,000 active;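 active means fluorescence ratio B-score at most minus 3 library SDs, with starting brightness B-score within 2 library SDs, cut at about -5.5 in these data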
* hit, by the source's call. The list is partial; count on the stated rates, not on these rows.

Screening COc1ccc(CN2CCN(C(=O)COc3cccc(C)c3)CC2)c(OC)c1 returned KCNQ2 block inactive.
Screening Cn1cccc1/C=C1\C(=O)NC(=O)N(CCC2=CCCCC2)C1=O returned KCNQ2 block inactive.
Screening COc1cccc(OCc2cc(C(=O)N3C[C@H]4C[C@@H](C3)c3cccc(=O)n3C4)no2)c1 returned KCNQ2 block inactive.
For COc1cc2[nH]c(=O)n(-c3ccc(C)cc3)c(=O)c2cc1OC the results were KCNQ2 block inactive.
`O=[N+]([O-])c1ccc(N2CCNCC2)c2ncccc12` gave KCNQ2 block inactive.
CC(=O)c1cn(Cc2ccccc2F)c2ccccc12 was read as KCNQ2 block inactive.
For CCOC(=O)C1=C(NC(=S)NC(=O)c2ccccc2)c2ccccc2CC12CCCC2 the results were KCNQ2 block inactive.
COc1ccc(-c2n(-c3ccccn3)c3ccccc3[n+]2-c2ccccn2)cc1 was read as KCNQ2 block inactive.
COc1ccc(-c2cc(=NCCCCCC(=O)O)c3cc(C)ccc3o2)cc1 was read as KCNQ2 block inactive.
`CCn1nc(/C=C/c2ccccc2)nc2c(=O)n(C)c(=O)nc1-2` gave KCNQ2 block inactive.

Not a retest: an excerpt of the list.
Screening COc1ccc(CN2CCN(C(=O)COc3cccc(C)c3)CC2)c(OC)c1 returned KCNQ2 block inactive.
Screening Cn1cccc1/C=C1\C(=O)NC(=O)N(CCC2=CCCCC2)C1=O returned KCNQ2 block inactive.

A draw from above in order of length of the SMILES, smallest number first:
CC(=O)c1cn(Cc2ccccc2F)c2ccccc12 was read as KCNQ2 block inactive.
`O=[N+]([O-])c1ccc(N2CCNCC2)c2ncccc12` gave KCNQ2 block inactive.
`CCn1nc(/C=C/c2ccccc2)nc2c(=O)n(C)c(=O)nc1-2` gave KCNQ2 block inactive.
Screening COc1ccc(CN2CCN(C(=O)COc3cccc(C)c3)CC2)c(OC)c1 returned KCNQ2 block inactive.
COc1ccc(-c2n(-c3ccccn3)c3ccccc3[n+]2-c2ccccn2)cc1 was read as KCNQ2 block inactive.
For CCOC(=O)C1=C(NC(=S)NC(=O)c2ccccc2)c2ccccc2CC12CCCC2 the results were KCNQ2 block inactive.
Screening COc1cccc(OCc2cc(C(=O)N3C[C@H]4C[C@@H](C3)c3cccc(=O)n3C4)no2)c1 returned KCNQ2 block inactive.

The results go on.
Screening COc1ccc2c3c1O[C@H]1C(=O)CC[C@H]4[C@@H](C2)N(C)CC[C@]314 returned OX1R antag 0.
Screening CC1[C@H]2Cc3ccc(O)cc3[C@]1(C)CCN2CCc1ccccc1 (some centres undefined) returned OX1R antag 6.
`CC(C)=CCN1CC[C@@]2(C)c3cc(O)ccc3C[C@@H]1C2C` (some centres undefined) gave OX1R antag 1.
For CC1C2Cc3ccc(O)cc3[C@]1(C)CCN2CCc1ccccc1 (some centres undefined) the results were OX1R antag 10.
For O=C1CN=C(c2ccccc2)c2cc(Cl)ccc2N1 the results were OX1R antag 6.
NC(N)=Nc1ccc2[nH]c3c(c2c1)C[C@@]1(O)[C@H]2Cc4ccc(O)c5c4[C@@]1(CCN2CC1CC1)C3O5 (some centres undefined) was read as OX1R antag 3.
`COC12CCC3(CC1C(C)(O)C(C)(C)C)[C@H]1Cc4ccc(O)c5c4[C@@]3(CCN1CC1CC1)C2O5` (some centres undefined) gave OX1R antag -5.
CC(=O)OC1C=CC2[C@H]3Cc4ccc(O)c5c4[C@@]2(CCN3C)C1O5 (some centres undefined) was read as OX1R antag 11.
